Compound activity (PubChem BioAssay)
KLK7 zymogen act = proKLK7 (human) activation, primary screen. activation, % at 7 µM. 370,000 tested, 0.9% active. P49862. purified proKLK7, EDANS-DABCYL substrate fluorescence; 100% is mature enzyme control, 0% vehicle;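 active = activation above the mean of all tested compounds plus 3 SD, computed per campaign excluding outliers beyond control limits, cut at about 13% in these data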
Tn7 DDE FP = DD(E)-Tn7 binding inhibition, primary FP screen; P02675; FP displacement of FITC-Tn7 peptide from fibrin DD(E); 0% = median of compound wells per plate; inhibition, % at 8.3 µM; 370,000 tested, 0.13% active;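 active = inhibition above the mean of compounds falling within the control limits plus 3 SD of them, cut at about 14% in these data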;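 note: 0% = plate median of compound wells and 100% = 10 µM Aha-Tn7 peptide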
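System: human fibrin DD(E); quantity: Fibrin-DD(E) at 2 µM final; also added: fluorescent Tn7 probe at 0.1 µM; compound dosing: single nominal test concentration of 8.3 µM per compound; schedule: 10 min preincubation, 3 h with tracer, room temperature; detection: fluorescence polarization of the labelled Tn7 tracer; repeats: one replicate per compound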
DDE Tn6 FP inh = DD(E)-Tn6 binding inhibition, primary FP screen; P02675; Fibrin DD(E) TRITC-Tn6 fluorescence polarization displacement; inhibition, % at 8.3 µM; 370,000 tested, 0.21% active; AID 720509;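 active = inhibition above a per-campaign cutoff: mean of compounds within control limits plus 3 SD, cut at about 15% in these data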;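 note: 0% = median of all compound wells on the plate and 100% = blocking peptide control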
MBD2 inh = inhibitors of human MBD2 binding to methylated oligonucleotide | Q9UBB5 | TR-FRET | inhibition, % at 4.4 µM | 370,000 tested, 0.31% active | AID 686964; in the data active = inhibition above about 13%
Target sequence (Q9UBB5 whole entry, looked up): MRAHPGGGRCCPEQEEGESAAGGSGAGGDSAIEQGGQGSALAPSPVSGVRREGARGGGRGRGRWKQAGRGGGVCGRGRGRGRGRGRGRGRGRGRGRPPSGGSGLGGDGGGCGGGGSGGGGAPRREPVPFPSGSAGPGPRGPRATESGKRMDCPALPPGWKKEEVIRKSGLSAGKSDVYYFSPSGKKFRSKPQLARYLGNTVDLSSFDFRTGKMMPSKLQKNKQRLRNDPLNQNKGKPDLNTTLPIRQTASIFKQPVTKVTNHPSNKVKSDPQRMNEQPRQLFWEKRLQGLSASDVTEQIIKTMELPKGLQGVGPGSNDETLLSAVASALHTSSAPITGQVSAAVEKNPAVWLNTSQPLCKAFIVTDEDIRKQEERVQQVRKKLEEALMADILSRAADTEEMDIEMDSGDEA
SIAE primary = inhibitors of human sialic acid acetylesterase SIAE. Q9HAT2. SIAE FP-Rh probe binding, fluorescence polarization. inhibition, % at 9.66 µM. 370,000 tested, 0.69% active. AID 1053197;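 active = inhibition above a cutoff: mean of compounds within the control limits plus 3 SD of those, cut at about 17% in these data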;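 note: 0% = plate median of compound wells and 100% = probe without SIAE protein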
Target sequence (Q9HAT2 whole entry, looked up): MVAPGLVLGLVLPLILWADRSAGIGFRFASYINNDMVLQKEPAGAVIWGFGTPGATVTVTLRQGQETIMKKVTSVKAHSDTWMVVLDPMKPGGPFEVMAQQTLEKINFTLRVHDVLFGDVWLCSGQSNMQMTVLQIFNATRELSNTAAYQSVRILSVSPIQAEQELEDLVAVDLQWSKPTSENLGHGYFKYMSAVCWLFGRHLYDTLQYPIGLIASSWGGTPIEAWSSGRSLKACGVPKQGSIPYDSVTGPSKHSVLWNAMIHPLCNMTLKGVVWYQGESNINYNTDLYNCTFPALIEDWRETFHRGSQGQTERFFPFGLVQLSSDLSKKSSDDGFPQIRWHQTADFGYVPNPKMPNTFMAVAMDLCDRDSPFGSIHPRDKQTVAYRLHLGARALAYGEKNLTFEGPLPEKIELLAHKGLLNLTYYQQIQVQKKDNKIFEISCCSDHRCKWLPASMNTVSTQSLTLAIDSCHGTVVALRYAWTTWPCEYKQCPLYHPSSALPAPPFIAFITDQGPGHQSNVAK
PRMT1 inh = PRMT1 (human) inhibition, primary screen | AID 652257 | recombinant PRMT1, activity-based probe fluorescence polarization | 370,000 tested, 1.3% active | Q99873 | inhibition, % at 2.79 µM;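 active = inhibition above about 21% made by adding two undisclosed values, limit read from the data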
LEDGF integ inh = blocks HIV-1 LEDGF/p75-dependent DNA integration | TR-FRET IN-LEDGF/p75 DNA integration, Eu/Cy5 | inhibition, % at 3.7 µM | 370,000 tested, 0.64% active | AID 743269;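 active = inhibition above the screen-wide mean plus 3 SD, cut at about 13% in these data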;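 note: signal is the Cy5 over europium emission ratio at 671 and 618 nm; 0% = plate median of compound wells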
UHRF1 MBD2 ctr = UHRF1 methyl-DNA binding inhibition | UHRF1 binding to methylated oligo, TR-FRET | inhibition, % at 4.4 µM | 370,000 tested, 0.75% active; in the data active = inhibition above about 21%;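 note: UHRF1 SRA domain binding a hemimethylated CpG hairpin DNA probe; 0% = median of test compound wells and 100% = reference inhibitor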
TCR-CD3 inh = human TCR-CD3 binding inhibition; inhibition, % at 9.4 µM; 360,000 tested, 0.37% active; TAMRA-labeled TCR probe fluorescence, biochemical; AID 651800; in the data active = inhibition above about 19%;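 note: recombinant mutant TCR 2C K166C tagged with TAMRA read by polarization; 0% = receptor in buffer alone and 100% = receptor with positive control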
TDP2 inh = TDP2 (human) inhibition, absorbance primary screen | O95551 | recombinant TDP2, T5PNP hydrolysis, p-nitrophenol absorbance 415 nm | inhibition, % at 12.8 µM | 370,000 tested, 0.34% active | AID 720702;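 active = inhibition above the mean of all tested compounds plus 3 SD, set per campaign, cut at about 25% in these data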;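 note: 0% = DMSO with enzyme and 100% = buffer with substrate but no TDP2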
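System: recombinant human TDP2 / Amount: 120 nM TDP2 per well / Also added: 5 mM T5PNP chromogenic substrate / Doses: 12.8 µM single point, 1% DMSO / Incubation: 2 h at 37 °C / Detection: p-Nitrophenol epi absorbance / Evaluation: % inhibition relative to enzyme-containing and enzyme-free wells / Repeats: singlicate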
Starred values were filed as active, the others as inactive; / = not tested or not shown.

SMILES	KLK7 zymogen act	Tn7 DDE FP	DDE Tn6 FP inh	MBD2 inh	SIAE primary	PRMT1 inh	LEDGF integ inh	UHRF1 MBD2 ctr	TCR-CD3 inh	TDP2 inh
COc1ccc(NC2=NCC(=O)N2c2ccccc2F)c(OC)c1	0.0	2	-5	-2	3	3	-1	6	-8	-10
Cc1nnc(N)nc1C	0.3	-1	-1	-1	2	0	1	1	2	-9
Cc1csc2nc(CNS(=O)(=O)c3ccc(-c4ccccc4)cc3)cn12	-0.2	-10	3	0	3	-3	0	1	-2	-8
COC(=O)c1cc(C(=O)OCC(=O)Nc2ccccc2OC(F)F)cc([N+](=O)[O-])c1	0.2	2	-5	0	0	2	1	0	-5	3
Cc1nn(CC(C)C)c(Cl)c1C(=O)N(C)CC(=O)Nc1ccc(Cl)cc1	-0.1	-3	0	-1	-2	-1	1	-1	5	4
COc1ccc(C(C(=O)NC2CCCC2)N(Cc2ccc(C)cc2)C(=O)c2ccn[nH]2)cc1OC (configuration not stated)	-0.1	1	10	2	2	-4	2	-5	3	13
O=C(C1CC1)N1CCN(c2nc3ccccc3s2)CC1	0.1	-3	-6	3	2	1	4	-1	0	4
Cn1cc(-c2cccc(C(F)(F)F)c2)cc(C#N)c1=O	0.2	4	0	-7	3	0	-3	-2	-11	-7
O=C(COC(=O)COc1ccccc1F)Nc1cccc(S(=O)(=O)N2CCCCC2)c1	0.0	-3	-4	8	-5	4	1	1	-4	0
COc1cc(NC(=O)CN2C(=O)NC(C)(c3ccc(OC(F)F)cc3)C2=O)cc(OC)c1OC (configuration not stated)	-0.4	2	-12	6	2	7	-7	5	-5	-15
O=C(C1CCCCC1)N1CCC2CC1c1cc(N3CCCCC3)ccc12 (configuration not stated)	0.3	4	10	1	-1	-1	-2	-1	0	9
O=C1c2cccnc2C(=O)N1Cc1ccc(S(=O)(=O)N2CCN(c3ccccc3)CC2)cc1	-0.3	-1	7	1	-3	2	0	-1	-4	16
CCOC(=O)c1cc(-c2ccccc2)n(CC(=O)N2CCCC2)c1C	0.8	-5	2	1	-1	-1	-1	0	3	0
COC(=O)C1(Cc2ccc(O)cc2)OC(=O)C(O)=C1c1ccc(O)cc1 (configuration not stated)	-0.4	1	-2	-10	4	0	7	1	5	9
CC(C)C[C@H](NC(=O)c1[nH]cnc1C(=O)Nc1ccc(CNC(=O)OC(C)(C)C)cc1)C(=O)OCc1ccccc1	0.1	-2	-4	4	-79	-1	0	0	-3	-8
COc1cc(SC)ccc1C(=O)N1CCCCCC1	0.8	2	-1	4	-8	2	-1	-3	-4	15
CC1CC2(NC(=O)NC2=O)C(C)CN1C (configuration not stated)	0.1	-4	9	0	-4	0	-3	-1	0	8
CCC(=O)N(C)C[C@H]1Oc2ncc(C#Cc3ccncc3)cc2C(=O)N([C@@H](C)CO)C[C@@H]1C	-1.1	0	1	-6	-6	-6	2	-2	2	-2
CCOC(=O)c1ccccc1NC(=S)N1CCC(C)CC1	0.5	7	0	3	-6	-2	0	-3	0	1
CCCn1cc([C@@H]2C[C@H]3CN(Cc4cccc(Cl)c4)C(=O)[C@]34CCCN24)c(C)n1	-0.8	-13	1	-8	1	-5	-2	0	2	-10
CCN(CC(O)c1cccc(O)c1)C(=O)C12CC3CC(CC(C3)C1)C2 (configuration not stated)	1.4	-2	6	-2	-4	1	0	-1	1	1
CC(=O)Nc1ccccc1C(=O)N1CC(C)OC(C)C1 (configuration not stated)	0.3	-5	-7	-2	8	-1	2	2	5	2
Cc1ccc(OCC(=O)N2CCCCC2)c(Br)c1	-0.2	-3	1	1	-1	2	7	7	-3	-1
CN1CCCc2cc(C=O)ccc21	-0.3	1	1	-7	1	3	1	-2	1	4
Cc1ccc(S(=O)(=O)C2C(=O)NC3(C)CC2c2ccccc2O3)cc1 (configuration not stated)	-1.0	-5	-6	1	4	-4	-2	-1	7	1
COc1cc2c(C(=O)OCCN(C)C)c(CSc3ccccc3)n(C)c2cc1Br	-0.3	-3	-7	1	1	-1	3	-2	3	12
CC1=C(C(=O)OCc2ccccc2)C(c2cccs2)NC(=O)N1CCCC(=O)O (configuration not stated)	0.1	8	-2	3	2	1	2	-3	0	6
Cc1cccc2cc(CN(Cc3ccco3)S(=O)(=O)c3ccc4c(c3)OCCO4)c(=O)[nH]c12	-0.1	1	9	6	-12	2	-6	0	5	-2
CC(=O)N(CCC1(c2ccc(C)cc2)CCOC(C(C)C)C1)Cc1ccco1 (configuration not stated)	0.2	-4	-17	-2	-6	-3	0	1	6	-10
CCn1cc(C(=O)N(C)CC(OC)OC)c(=O)c2cc(S(=O)(=O)N3CCOCC3)ccc21	0.0	-3	4	2	-6	2	2	3	5	17
COc1cc(CO)ccc1OCC(=O)N1CCc2ccccc21	0.4	-7	1	2	0	-4	2	3	1	-11
NS(=O)(=O)c1cccc(NC(=O)CSc2nnc(-c3ccccc3F)n2C2CC2)c1	-0.2	-5	2	3	0	-8	1	3	-4	1
COc1ccc2nc(C(F)(F)C(F)(F)F)c(C#N)c(N)c2c1	50*	-3	-5	-2	-2	2	-3	-4	5	-1
CCc1nnc(NC(=O)C2c3ccccc3Oc3ccccc32)s1	0.3	1	-6	-4	-3	-1	0	1	-3	4
COc1ccc(C(c2nnnn2Cc2ccccc2)N2CCN(c3nc4ccccc4s3)CC2)cc1 (configuration not stated)	0.7	0	-3	1	-5	0	-2	2	-2	0
Cc1ccc(S(=O)(=O)N2C[C@H]3n4c(=O)ccc(=O)n4C[C@H](OC(=O)NCc4ccccc4)[C@@]3(O)C2)cc1	0.8	-6	-7	0	8	-1	-2	-2	-5	2
Cc1csc(SCC(=O)NC2CCS(=O)(=O)C2)n1 (configuration not stated)	-0.2	-3	-3	1	3	6	-5	0	-14	1
COc1ccccc1NC(=O)Cn1c(=O)c(N(C)C)c(N)n(C)c1=O	-0.1	4	-6	-2	1	1	-3	0	-5	6
CC(C)[C@H](NC(=O)c1cccs1)C(=O)N1CCC[C@H]1C(=O)NCc1ccccc1	0.2	9	-6	-7	0	-1	6	-1	-8	-11
CCOC(=O)C1=CCC(c2cc3ccc(OC)cc3n2C(=O)OC(C)(C)C)NC1 (configuration not stated)	0.1	-7	-8	-1	-2	-2	3	1	-15	-16
COc1ccc2c(c1OC)CN(C)CCc1cc3c(cc1C(=O)C2)OCO3	-0.3	-7	-7	13	-8	-2	6	21*	1	13
O=C(N/N=C/c1cccc([N+](=O)[O-])c1)c1ccncc1	0.2	-1	-6	4	-1	-1	0	1	4	4
COc1ccc(CCNC(=O)COc2ccc3c(c2)OCO3)cc1	0.0	6	2	-3	0	-3	2	-1	5	-7
COc1cccc(N2CCN(S(=O)(=O)c3ccc(-n4cnnn4)cc3)CC2)c1	0.8	6	-4	1	-1	-3	2	-1	9	-6
Cc1ccccc1C(=O)NCCOc1ccccc1Cl	-0.5	2	-5	-4	11	0	-3	-1	8	2
COc1cccc(NC(=O)CCNS(=O)(=O)c2ccc3c(c2)oc(=O)n3C)c1	0.4	9	-3	3	0	1	1	3	2	16
C[C@@H](CN=[N+]=[N-])CN1CC[C@H](O)CCC1=O	0.1	-2	-5	1	-2	0	-3	-1	-3	4
COCCNC(=O)C1CCCN(C(=O)c2ccc(C(F)(F)F)nc2C)CC1 (configuration not stated)	0.3	-13	-10	-4	-3	1	4	-1	7	-2
CC(=O)N1CCN(C(=O)c2cc(-c3ccc(C)o3)nc3ccccc23)CC1	35*	2	-5	-6	4	33*	-6	-1	-9	3
COC(=O)c1cc(S(=O)(=O)N2CCN(c3ccccc3C)CC2)cn1C	0.5	-2	-9	-2	2	-1	-1	0	/	-2
O=C(Nc1cccc(S(=O)(=O)N2CCOCC2)c1)c1ccccn1	0.5	-8	-6	-4	1	-3	1	-1	2	22
COc1ccccc1N1C(=NC(=O)CCc2ccccc2)SC2CS(=O)(=O)CC21 (configuration not stated)	-0.1	-2	0	8	-4	2	0	0	-1	11
Cn1cccc1-c1cc(C(=O)N/N=C/C=C/c2ccccc2)[nH]n1	0.5	5	2	1	-1	-3	0	-1	4	-6
NC(=O)c1cc2cc(Br)ccc2oc1=NCc1ccccc1	0.2	-9	-4	2	-2	-3	1	-2	6	0
CCOc1ccc(Cl)cc1CNc1nnnn1CC	-0.3	1	2	-1	0	0	-5	0	-2	-14
Cc1ccc(S(=O)(=O)N2CCCCC2)cc1NC(=O)c1ccc(Br)o1	0.3	-5	4	1	-3	-1	7	0	4	-7
COC(=O)c1cc(NS(=O)(=O)c2ccc(N3CCOCC3)c(NC(C)=O)c2)cc(C(=O)OC)c1	-0.3	8	-5	-1	-2	1	2	-1	5	1
Cc1ccc(CNC(=O)c2coc(=O)c3ccccc23)o1	-0.4	-2	-10	0	0	32*	6	-3	-2	0
Oc1ccc(Cl)c(CN2CCN(c3ncc(Cc4ccccc4)cn3)CC2)c1	1.1	-10	3	-1	-3	-3	5	2	-8	-8
C=CCN(C(=O)CNC(=O)c1cccs1)C(C(=O)NC1CCCCC1)c1cccnc1 (configuration not stated)	-0.8	-2	0	4	-10	-2	6	0	6	-17

Reformatted as labelled records: 2 of the compounds above
SMILES: NC(=O)c1cc2cc(Br)ccc2oc1=NCc1ccccc1
  KLK7 zymogen act = 0.2 | Tn7 DDE FP = -9 | DDE Tn6 FP inh = -4 | MBD2 inh = 2 | SIAE primary = -2 | PRMT1 inh = -3 | LEDGF integ inh = 1 | UHRF1 MBD2 ctr = -2 | TCR-CD3 inh = 6 | TDP2 inh = 0
SMILES: CCOc1ccc(Cl)cc1CNc1nnnn1CC
  KLK7 zymogen act = -0.3 | Tn7 DDE FP = 1 | DDE Tn6 FP inh = 2 | MBD2 inh = -1 | SIAE primary = 0 | PRMT1 inh = 0 | LEDGF integ inh = -5 | UHRF1 MBD2 ctr = 0 | TCR-CD3 inh = -2 | TDP2 inh = -14

(next part)
SMILES	KLK7 zymogen act	Tn7 DDE FP	DDE Tn6 FP inh	MBD2 inh	SIAE primary	PRMT1 inh	LEDGF integ inh	UHRF1 MBD2 ctr	TCR-CD3 inh	TDP2 inh
CCn1c(SCc2ccc(C(=O)Nc3nccs3)cc2)nnc1-c1ccc(N)cc1	0.1	1	-8	8	0	10	-4	5	-1	-17
COc1ccc(-c2c(C(=O)c3ccccc3)[nH]c(N)c2C(=O)NCCc2c[nH]c3ccccc23)cc1	0.1	-4	2	-4	15	3	-3	1	5	2
Brc1cccc(OCCCCN2CCCCC2)c1	0.5	4	-3	5	-2	1	0	2	-2	16
CCOC(OCC)P(=O)(C(C)C)C(C)C	0.6	10	0	2	1	-2	5	2	-2	2
CCCn1c(N)c(N2CCCCC2)c(=O)n(CC(=O)Nc2ccc(C(C)=O)cc2)c1=O	-0.2	6	6	-3	7	-3	1	-3	7	0
CC(C)(C)NC(=O)NCCc1ccccc1	-0.2	8	-3	1	-6	1	0	-1	3	-1
